HttQ103 aggreg = qHTS Multiplex Assay to Identify Dual Action Probes in a Cell Model of Huntington: Aggregate Formation (GFP); PC12 HttQ103-GFP aggregates, Acumen cytometry, 40 h; Potency, µM (titrated, usually from 46.1 µM), inactives show top-dose activity change, negative = inhibition, actives largely listed as inhibitors; 1.1% of 220,000 active; further: on the % scale 0 is the no-effect control and ±100 the full control effect; nearly all actives have a fitted effect of over 60% in size
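Aggregates are detected as GFP objects 1–25 µm with signal 6 STDEV over background in lysates of induced PC12 cells. These carry Huntingtin exon 1 with 103 glutamines fused to GFP under an ecdysone promoter; compounds titrated.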
JMJD2E inh = qHTS Assay for Inhibitors of Human Jumonji Domain Containing 2E (JMJD2E); Lysine-specific demethylase 4E (Homo sapiens), B2RXH2; JMJD2E catalytic domain, FDH-coupled NADH fluorescence (FDH is formaldehyde dehydrogenase); Potency, µM (series often up to 57.1 µM), without a hit: at the highest dose activity change, negative = inhibition, actives largely listed as inhibitors; 1.6% of 230,000 active; AID 2147, 2009; active means well fitted inhibition curve with a large enough effect, not every such curve was filed as active; inconclusive means small, poorly fitted or top-dose-only effect, or another doubt; inactive means no such curve, though single readings can be large or run the other way;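 further: 0% = wells with enzyme and -100% = buffer wells without enzyme; nearly all actives have a fitted effect of over 50% in size; many of its hits are not listed in these tables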
Target sequence (B2RXH2 1-337 limits assumed): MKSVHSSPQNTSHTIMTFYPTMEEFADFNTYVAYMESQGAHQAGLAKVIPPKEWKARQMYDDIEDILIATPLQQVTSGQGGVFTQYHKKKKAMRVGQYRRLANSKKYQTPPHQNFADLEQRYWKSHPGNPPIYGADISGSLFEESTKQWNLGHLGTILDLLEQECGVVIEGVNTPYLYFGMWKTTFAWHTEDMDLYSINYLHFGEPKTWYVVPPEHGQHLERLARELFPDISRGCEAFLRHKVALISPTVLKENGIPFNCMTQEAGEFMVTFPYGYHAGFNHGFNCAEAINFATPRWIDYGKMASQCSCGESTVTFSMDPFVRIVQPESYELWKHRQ
ALDH1A1 block = qHTS Assay for Inhibitors of Aldehyde Dehydrogenase 1 (ALDH1A1) | Purified ALDH1A1, NADH fluorescence, propionaldehyde substrate | Potency, µM (doses to about 75.3 µM), for inactives: at the top dose activity, negative = inhibition, most hits filed as inhibitors | 7.3% of 220,000 active | Aldehyde dehydrogenase 1A1 (Homo sapiens), P00352; active means well fitted inhibition curve with a large enough effect, not every such curve was filed as active; inconclusive means small, poorly fitted or top-dose-only effect, or another doubt; inactive means no such curve, though single readings can be large or run the other way;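 further: plate controls were no enzyme wells and a reference inhibitor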
Target sequence (P00352 whole entry, looked up): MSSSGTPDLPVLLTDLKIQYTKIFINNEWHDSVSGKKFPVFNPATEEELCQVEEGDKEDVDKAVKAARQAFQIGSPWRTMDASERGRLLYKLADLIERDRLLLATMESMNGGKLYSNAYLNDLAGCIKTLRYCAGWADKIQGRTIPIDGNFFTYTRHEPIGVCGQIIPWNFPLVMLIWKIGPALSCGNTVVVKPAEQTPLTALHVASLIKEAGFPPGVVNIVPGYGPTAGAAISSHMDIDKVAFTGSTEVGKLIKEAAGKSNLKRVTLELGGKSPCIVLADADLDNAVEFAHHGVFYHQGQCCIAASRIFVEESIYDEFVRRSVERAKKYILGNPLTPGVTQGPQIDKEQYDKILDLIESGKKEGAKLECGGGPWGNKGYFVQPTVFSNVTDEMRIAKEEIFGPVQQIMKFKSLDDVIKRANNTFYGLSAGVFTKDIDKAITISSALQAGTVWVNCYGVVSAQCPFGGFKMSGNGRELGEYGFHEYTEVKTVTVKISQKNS
HTT ATP protect = qHTS Multiplex Assay to Identify Dual Action Probes in a Cell Model of Huntington: Cytoprotection (ATP); PC12 HTT-Q103 induced, cytoprotection, ATP luminescence, 40 h; 0.14% of 230,000 active; Potency, µM (series often up to 56.4 µM), for the others: cytoprotection (ATP increase), most hits filed as activators;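 further: % of control where 0% means no effect; nearly all actives have a fitted effect of over 45% in size; toxic huntingtin expression switched on by the ecdysone agonist tebufenozide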
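Cells were plated at 1500 per well in phenol red-free DMEM with 5% equine and 5% calf serum. Tebufenozide (100 nM final) and compounds were added, then ATPlite reagent, and luminescence was read.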
Tau fluor cs = Counterscreen qHTS for Inhibitors of Tau Fibril Formation, Fluorescence Polarization | tau K18 P301L Alexa594 fluorescence, heparin fibrillization | Potency, µM (top dose mostly 57.7 µM), for inactives: top-dose activity change, negative = decrease | 0.93% of 280,000 active | AID 1463, 2008; further: on the % scale 0 is the no-effect control and ±100 the full control effect; nearly all actives have a fitted effect of over 55% in size
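Human tau K18 P301L (15 uM unlabeled, 0.24 uM Alexa 594-labeled) in 100 mM sodium acetate pH 7 with 20 uM heparin, 6 hr at 37 C. ThT 30 uM added, 1 hr ambient; Alexa 594 FP and total fluorescence read at 555/632 nm.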
Tau fibril ThT = qHTS for Inhibitors of Tau Fibril Formation, Thioflavin T Binding. Microtubule-associated protein tau (Homo sapiens), P10636. recombinant tau K18 P301L (four-repeat tau fragment), heparin-induced fibrillization, ThT fluorescence. Potency, µM (doses to about 57.4 µM), inactives show at the top dose activity, negative = inhibition, most hits filed as inhibitors. 2.1% of 270,000 active. AID 1460, 2008; further: on the % scale 0 is the no-effect control and ±100 the full control effect; nearly all actives have a fitted effect of over 55% in size
Target sequence (P10636 561-689 P618L limits assumed): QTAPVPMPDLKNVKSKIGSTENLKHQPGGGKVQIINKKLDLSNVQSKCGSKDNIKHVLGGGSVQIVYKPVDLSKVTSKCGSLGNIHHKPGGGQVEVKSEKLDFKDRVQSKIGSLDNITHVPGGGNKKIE
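K18 P301L tau (15 uM + 0.24 uM Alexa 594-tagged), heparin 20 uM, NaOAc pH 7, 6 h 37 C; ThT 30 uM, 1 h RT, ex 450/em 510 nm.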
Tau FP inhib = qHTS for Inhibitors of Tau Fibril Formation, Fluorescence Polarization; Microtubule-associated protein tau (Homo sapiens), P10636; K18 P301L tau heparin fibrillization, Alexa594 FP, 6 h; Potency, µM (highest dose often 57.7 µM), for inactives: top-dose activity, negative = inhibition, hits mostly inhibitors; 0.39% of 280,000 active; AID 1468, 2008; further: on the % scale 0 is the no-effect control and ±100 the full control effect; nearly all actives have a fitted effect of over 55% in size
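FP of Alexa 594-tau after heparin (20 uM) induction. Substrate: human K18 P301L, 15 uM unlabeled, 0.24 uM labeled. Buffer 100 mM sodium acetate pH 7. 6 hr, 37 C.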
SMN2 splice enh = qHTS Assay for Enhancers of SMN2 Splice Variant Expression. HEK293 SMN2-luciferase splicing reporter, luminescence, 30-36 h. Potency, µM (series often up to 46.1 µM), for the others: at the top dose activity change, positive = activation, actives largely listed as activators. 2.8% of 210,000 active. AID 1458, 2008; further: % of control where 0% means no effect; nearly all actives have a fitted effect of over 55% in size
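HEK293 cells carry an SMN2 minigene-luciferase reporter in which exon 7 inclusion puts luciferase in frame. Cells were seeded at 2000 cells/well, attached for 10-12 hours, then exposed to compounds for 30-36 hours at 37C before ONE-Glo luminescence.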
Active calls of the source: *; ? = inconclusive; nt = no result given; & = joins results of further samples; [ ] = remark or other dose. Unless noted, the call rests on the fitted dose curve; in most records, active means well fitted curve in the direction sought with a large enough effect; inconclusive means small, poorly fitted or top-dose-only effect, or another doubt; inactive means no such curve, though single readings can be large; an effect the other way counts as inactive or inconclusive. Potency means the concentration at half of the fitted maximal effect.

SMILES	HttQ103 aggreg	JMJD2E inh	ALDH1A1 block	HTT ATP protect	Tau fluor cs	Tau fibril ThT	Tau FP inhib	SMN2 splice enh
CCCC(c1nnnn1Cc1ccc(F)cc1)N1CCN(CC)CC1 (stereo unspecified)	?	2%	22µM*	-64%[inhibitor][10 µM]	5%[2.34 µM]	5%	-12%	nt
CCOC(=O)N1CCc2c(sc3c2c(=O)n(Cc2ccccc2)c(=O)n3Cc2ccc(C)cc2)C1	-22%	6%	-6%	nt	-14%&-13%	-12%&-12%	-6%&3%	0%&-22%
COc1cccc(N2CCN(CC(=O)Nc3nc4c(s3)CC(C)CC4)CC2)c1 (stereo unspecified)	-19%	1%	?	-9%	-20%	?	7%	-67%[inhibitor]
CCn1cc(C(=O)NCC2CCCO2)c(=O)c2cc(S(=O)(=O)N(C)C)ccc21 (stereo unspecified)	-6%	-4%	4%	-18%	2%	-2%	3%	6%
CCCOC(=O)c1ccc(NC(=O)c2cc(=O)[nH]c3ccccc23)cc1	11%[9.22 µM]	-12%	nt	9%[10 µM]	-21%	-7%	?	nt
CCCCN(CC)CCCNC(=O)Cn1nc(CC)n2c(cc3sccc32)c1=O	nt	nt	nt	nt	1%	4%	5%	14%
CCOC(=O)C1(Cc2cccc(OC)c2)CCN(CC2CC=CCC2)CC1 (stereo unspecified)	-5%[9.22 µM]	?	-4%	-13%[10 µM]	2%	-4%	-6%	-42%[inhibitor]
COc1cc2[nH]c(=O)n(CCC(=O)N3CCN(c4cc(Cl)ccc4C)CC3)c(=O)c2cc1OC	-14%	-26%	5%	-3%[10 µM]	-12%	-2%	-1%	-26%
CC(C)c1ccc(NC(=O)C2CCN(S(C)(=O)=O)CC2)cc1	14%	1%	0%	-22%	-9%	-8%	-9%	3%
Cc1ccc(/C=N\NC(=O)Cn2c(C)nc3ccccc32)o1	4%	3%	1%	3%	0%	-2%	0%	1%
O=C(Nc1nc(-c2ccccc2)cs1)c1cccs1	?	4%	10%	-25%	-17%	-3%	-9%	nt
CCOC(=O)/C=C1\NC(=O)CS1	-6%	9%	10%	8%[10 µM]	4%	4%	4%	18%
CCOC(=O)N1CCN(C(=O)C(C)n2nc(C)n3c(cc4sccc43)c2=O)CC1 (stereo unspecified)	-1%	?	-5%	-12%[10 µM]	-9%	-9%	0%	-5%
O=S(=O)(Cc1ccc(Cl)cc1)C1CCCCC1O (stereo unspecified)	-1%[9.22 µM]	0%	nt	24%[10 µM]	4%	2%	9%	nt
O=C(Oc1ccc(C(=S)N2CCOCC2)cc1Br)c1ccccc1F	-19%	-14%	25µM*	nt	-2%	4%	-2%	0%
CC(C)(Oc1ccc(Cl)cc1)C(=O)Nc1ccncc1	-6%	2%	-3%	-6%	-4%	-1%	-2%	-24%
CCCOC(=O)c1c(-c2ccc(C)cc2C)csc1NC(=O)C1C2CCC(O2)C1C(=O)O (stereo unspecified)	8%	-4%	?	nt	8%	-16%	-3%	5%
Cc1cccc(NC(=O)c2oc3c(c2C)C(=O)CC(C)(C)C3)n1	22µM*	3%	-1%	-28%[0.074 µM]	-10%	-14%	2%	5%
COC(=O)C1=C(C)NC(C)=C(C(=O)OC)C1c1cc2cc(C)ccc2[nH]c1=O	11%	?	?	0%[10 µM]	3%	-14%	0%	0%
Cn1cnnc1SCC(=O)c1ccc2c(c1)OCO2	1%[1.84 µM]	0%	3%	12%	-5%	-9%	0%	-8%
CCCCc1nn2c(N)c(/C=C3\C=Nc4ccccc43)c(=O)nc2s1	-3%	-3%	9%	nt	9%	6%	-10%	9%
CN(CC(=O)N1CCN(c2ccccn2)CC1)S(=O)(=O)c1ccc2ccccc2c1	-1%	?	?	-5%	-5%	-14%	-2%	22%
O=C(NCCC1=CCCCC1)C1CCCN(S(=O)(=O)c2ccc(F)cc2)C1 (stereo unspecified)	-16%	3%	11%	1%[10 µM]	-2%	6%	3%	-35%[inhibitor]
COCCNc1ccc(S(=O)(=O)N2CCCC2)cn1	25%	?	?	20%	-2%	-3%	4%	15%
CCc1nc(SCC(=O)N2c3ccccc3CC2C)c2c(C)c(C)sc2n1 (stereo unspecified)	?	-9%	-10%	-19%	-6%	?	-13%	?

Quoted from the listing:
ALDH1A1 block, CCOC(=O)N1CCc2c(sc3c2c(=O)n(Cc2ccccc2)c(=O)n3Cc2ccc(C)cc2)C1 = -6%
Tau FP inhib, COC(=O)C1=C(C)NC(C)=C(C(=O)OC)C1c1cc2cc(C)ccc2[nH]c1=O = 0%
Tau FP inhib, CC(C)c1ccc(NC(=O)C2CCN(S(C)(=O)=O)CC2)cc1 = -9%

Other structures
SMILES	HttQ103 aggreg	JMJD2E inh	ALDH1A1 block	HTT ATP protect	Tau fluor cs	Tau fibril ThT	Tau FP inhib	SMN2 splice enh
COc1cc2c(cc1NC(=O)c1ccc(C)c([N+](=O)[O-])c1)oc1ccccc12	?	7%	12%	-8%[10 µM]	-10%	-12%	5%	3%
Nn1c(N2CCCCC2)nc2ccccc21	19%[9.22 µM]	0%	8%	4%	-3%	-10%	1%	5%
O=C(C(c1ccccc1)c1ccccc1)N1CC[C@@]2(O)CCCC[C@H]2C1	22%[9.22 µM]	-1%	nt	14%[10 µM]	-3%	-3%	-7%	nt
COc1ccc(NC(=O)CSc2nnc(-c3ccoc3C)n2CC2CCCO2)cc1 (stereo unspecified)	-20%	-3%	12%	-10%[10 µM]	-6%	-1%	6%	-4%
O=C(CN1C(=O)C2CC=CCC2C1=O)NC1CCCc2ccccc21 (stereo unspecified)	9%	4%	-5%	4%	-5%	-11%	3%	24%
Cc1cc(C(F)F)nn1CC(=O)N1CCSCC1	11%	4%	9%	14%[10 µM]	-2%	-5%	-9%	1%
CCOC(=O)C(Oc1ccc2c(-c3ccc(OC)cc3)cc(=O)oc2c1C)c1ccccc1 (stereo unspecified)	1%	-16%	-8%	-19%	-10%	-3%	-5%	-17%
COC(=O)c1ccc(Oc2c(C(F)(F)F)oc3c(CN4CCN(C)CC4)c(O)ccc3c2=O)cc1	16%	-26%	?	-41%[inhibitor]	-5%	-14%	0%	-18%
COc1ccc(/C=N/NC(=O)CC(=O)NCCc2ccccc2)cc1OC	19%	-5%	4%	-28%	5%	-2%	-3%	?
Nc1nonc1NC(=O)CSc1ncccc1C(=O)O	-28%	1%	-13%	-17%[0.074 µM]	0%	2%	-9%	nt
CC1(C)c2ccccc2-c2nc3ccccc3cc2C1O (stereo unspecified)	10%[9.22 µM]	-14%	nt	3%[10 µM]	-16%	0%	-14%	nt
Cc1ccc(C)c(OCCn2cc(C(=O)c3ccco3)c3ccccc32)c1	nt	nt	nt	nt	-26%	10%	-19%	11%
Cc1ccccc1N1CN(Cc2ccco2)CNC1=S	2%	6%	?	19%[10 µM]	-1%	-3%	2%	-10%
CCCC(=O)Nc1nnc(SCC(=O)N2CCN(c3ccccc3)CC2)s1	-19%[9.22 µM]	-28%	nt	4%[10 µM]	-24%	nt	-4%	nt
Cc1ccc(OCC(=O)Nc2ccccc2[N+](=O)[O-])c(Br)c1	5%	0%	4%	-18%	-15%	-4%	-11%	18µM*
COc1ccccc1NC(=O)Nn1cnnc1	-7%	-8%	16%	-2%	-5%	-9%	1%	12%
COC(=O)C1=C(C)NC(=O)/C1=C\c1cc(C)n(-c2c(C)cccc2C)c1C	-10%	?	18µM*	-43%[inhibitor]	-17%	?	-15%	-41%[inhibitor]
CC(=O)NCc1ccc(S(=O)(=O)N/N=C/c2ccc(N(C)C)cc2)cc1	19%	-27%	?	9%[10 µM]	-10%	-12%	8%	3%
CN1CCC(N2CCCC(C(=O)O)C2)CC1 (stereo unspecified)	10%[9.22 µM]	-3%	23%	6%	-15%	-15%	-6%	-14%
CCC(=O)OC1c2ccccc2C(=O)N1Cc1ccccc1 (stereo unspecified)	-3%	3%	-8%	6%	-12%	-11%	-10%	-4%
COC(=O)C1=C(Nc2ccccc2NC(=O)c2ccccc2C(=O)O)CSC1	6%[9.22 µM]	?	nt	-23%[10 µM]	?	nt	-11%	nt
CCOC(=O)N1CCC(N2C(=O)c3ccccc3C2Nc2ccc(S(=O)(=O)N(CC)CC)cc2)CC1 (stereo unspecified)	-13%	8%	0.2µM*	-20%	-7%	-11%	7%	nt
COc1ccc(C(C)=O)cc1CSc1nnc(C)s1	-14%	6%	?	-16%	6%	-7%	5%	6%
COc1cccc(Cn2cc(S(=O)(=O)c3ccc(C)cc3)c(=O)c3cc4c(cc32)OCO4)c1	nt	nt	nt	nt	-11%	3%	-1%	5%
CCCOC(=O)c1c(NC(=O)C2C3C=CC(C3)C2C(=O)O)sc2c1CCC(C)C2 (stereo unspecified)	-5%[9.22 µM]	6%	10µM*	-23%[10 µM]	-23%	?	?	nt
CN1CCN(C(=S)Nc2cccc(C(F)(F)F)c2)CC1	3%	9%	-1%	13%[10 µM]	-7%	-6%	5%	-14%[1.84 µM]
O=c1c2ccccc2oc2nc3ccn(Cc4ccncc4)c(=O)c3cc12	?	?	?	10%[10 µM]	-7%	-7%	2%	-16%
O=C(O)[C@H]1CCC(=O)N1Cc1ccco1	1%	-10%	6%	12%[10 µM]	-11%	-16%	5%	-9%
C/C(CC(=O)NC(C)C)=N\NC(=O)C(c1ccccc1)c1ccccc1	5%[9.22 µM]	-11%	?	14%[10 µM]	-4%	-2%	-1%	nt
O=C(CS(=O)(=O)Cc1ccccc1)NCc1ccco1	nt	4%	0%	nt	0%	-10%	0%	1%

Some of these compounds in order of the JMJD2E inh value, falling.
mol	HttQ103 aggreg	JMJD2E inh	ALDH1A1 block	Tau fibril ThT	Tau FP inhib
CN1CCN(C(=S)Nc2cccc(C(F)(F)F)c2)CC1	3%	9%	-1%	-6%	5%
Cc1cc(C(F)F)nn1CC(=O)N1CCSCC1	11%	4%	9%	-5%	-9%
Cc1ccc(OCC(=O)Nc2ccccc2[N+](=O)[O-])c(Br)c1	5%	0%	4%	-4%	-11%

A portion of the library, so the mix of outcomes need not match the whole.
